Assay outcomes from PubChem.
eIF4E 4G PPI = blocks eIF4E binding to eIF4G. AID 782. inhibition, % at 21.7 µM. P63073+Q04637. TR-FRET eIF4E-eIF4GI(517-606) binding, 2 h. 0.37% of 220,000 active;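 active means inhibition above about 30%, limit read from the data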;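 further: 0% = full FRET control wells and 100% = background wells lacking eIF4GI fragment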
Target sequence (P63073 whole entry, looked up, the tested form may be a part): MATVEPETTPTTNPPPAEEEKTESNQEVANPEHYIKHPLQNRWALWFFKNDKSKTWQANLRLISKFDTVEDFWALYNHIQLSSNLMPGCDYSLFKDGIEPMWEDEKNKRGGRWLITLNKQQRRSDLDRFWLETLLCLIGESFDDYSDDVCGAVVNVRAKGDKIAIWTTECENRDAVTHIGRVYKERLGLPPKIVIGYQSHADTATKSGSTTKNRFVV
Target sequence (Q04637 whole entry, looked up, the tested form may be a part): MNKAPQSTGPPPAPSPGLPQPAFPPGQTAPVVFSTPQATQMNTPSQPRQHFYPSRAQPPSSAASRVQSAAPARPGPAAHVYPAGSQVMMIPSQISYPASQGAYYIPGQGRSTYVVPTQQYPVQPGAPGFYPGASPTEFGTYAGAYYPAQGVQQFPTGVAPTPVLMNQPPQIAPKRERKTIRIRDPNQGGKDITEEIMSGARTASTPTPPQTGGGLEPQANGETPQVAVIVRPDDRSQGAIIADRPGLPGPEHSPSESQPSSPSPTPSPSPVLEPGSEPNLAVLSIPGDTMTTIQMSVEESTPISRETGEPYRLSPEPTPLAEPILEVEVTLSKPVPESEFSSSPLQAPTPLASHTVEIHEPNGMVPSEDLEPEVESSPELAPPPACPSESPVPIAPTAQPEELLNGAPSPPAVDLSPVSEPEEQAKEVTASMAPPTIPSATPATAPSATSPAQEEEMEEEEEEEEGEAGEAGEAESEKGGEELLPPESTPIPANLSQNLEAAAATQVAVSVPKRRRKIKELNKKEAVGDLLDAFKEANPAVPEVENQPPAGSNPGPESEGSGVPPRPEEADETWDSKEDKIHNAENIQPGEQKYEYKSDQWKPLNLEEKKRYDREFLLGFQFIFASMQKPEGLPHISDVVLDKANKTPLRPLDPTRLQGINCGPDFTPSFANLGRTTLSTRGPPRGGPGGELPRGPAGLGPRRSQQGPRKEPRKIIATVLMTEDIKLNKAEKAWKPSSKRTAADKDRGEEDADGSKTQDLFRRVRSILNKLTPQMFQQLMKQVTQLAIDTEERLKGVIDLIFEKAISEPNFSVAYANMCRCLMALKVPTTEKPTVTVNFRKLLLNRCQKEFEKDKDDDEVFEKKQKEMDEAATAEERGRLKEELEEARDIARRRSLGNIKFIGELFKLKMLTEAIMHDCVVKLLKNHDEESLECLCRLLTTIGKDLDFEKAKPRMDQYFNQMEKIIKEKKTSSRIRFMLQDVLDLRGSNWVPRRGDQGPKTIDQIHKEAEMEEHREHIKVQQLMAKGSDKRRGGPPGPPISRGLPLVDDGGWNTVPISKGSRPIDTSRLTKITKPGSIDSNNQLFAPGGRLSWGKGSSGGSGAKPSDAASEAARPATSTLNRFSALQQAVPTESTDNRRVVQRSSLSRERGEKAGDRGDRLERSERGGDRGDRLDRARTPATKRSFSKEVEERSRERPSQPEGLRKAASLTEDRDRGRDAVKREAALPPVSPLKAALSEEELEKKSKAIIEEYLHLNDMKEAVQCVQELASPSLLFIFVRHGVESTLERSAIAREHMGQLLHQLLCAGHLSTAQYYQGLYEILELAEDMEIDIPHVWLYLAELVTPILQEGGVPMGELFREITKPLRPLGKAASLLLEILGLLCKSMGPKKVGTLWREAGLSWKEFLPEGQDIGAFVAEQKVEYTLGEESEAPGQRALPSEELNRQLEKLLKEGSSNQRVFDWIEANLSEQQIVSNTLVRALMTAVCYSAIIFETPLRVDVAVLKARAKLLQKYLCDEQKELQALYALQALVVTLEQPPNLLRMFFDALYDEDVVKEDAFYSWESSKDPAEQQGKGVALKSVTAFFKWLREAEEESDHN
14-3-3 Bad PPI = disrupts binding of bovine 14-3-3 zeta to phospho-Bad peptide; P63103; TR-FRET 14-3-3zeta/Dy647-pBad peptide displacement, 1 h; inhibition, % at 21.7 µM; 0.71% of 220,000 active; AID 781;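 active means inhibition above about 70%, limit read from the data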;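 further: 0% = full 14-3-3 plus peptide FRET controls and 100% = background without 14-3-3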
Rad51 HR inh = blocks human Rad51 in homologous recombination | Q06609 | hRad51 DNA strand exchange, fluorescence dequenching | inhibition, % at 10 µM | 0.085% of 200,000 active;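 active means inhibition above 40% at the single screening dose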;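 further: 0% = DMSO control wells and 100% = blanks with heterologous ssDNA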
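Material: Human Rad51 nucleoprotein filaments preassembled on unlabelled ssDNA | Also added: Labelled 47-mer dsDNA for strand exchange | Dosing: Single dose, 10 µM final compound | Schedule: 30-min compound preincubation and 15-min exchange, both room temperature | Technique: Fluorescence dequenching at 485/520 nm | Measure: Percent inhibition relative to plate controls and blanks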
EP2 modulator = modulators of human EP2 prostaglandin E2 receptor | 0.83% of 260,000 active | P43116 | EP2-expressing cells, cAMP HTRF FRET, PGE2 co-stimulation | induction, % at 25 µM;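 active means compounds whose cAMP rise, as percent of the full-agonist control response, exceeds 60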;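 further: rat C6 glioma line stably carrying human EP2 under a CMV promoter; the protocol text gives 20 µM as final concentration; 100% = response of wells given 1 µM PGE2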
m-calpain inh = calpain II (pig) inhibition. inhibition, % at 16 µM. 0.37% of 220,000 active. purified calpain II, fluorogenic peptide substrate, 30 min;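 active means inhibition above about 50%, limit read from the data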
Tb hexokinase = blocks Trypanosoma brucei hexokinase 1 activity | inhibition, % at 10 µM | recombinant TbHK1, G6PDH-coupled NADH A340 | 0.11% of 220,000 active;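 active means inhibition of 50% or more in the single-dose primary screen; inactive means inhibition below 50%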
L929 necroptosis = L929 zVAD cell death inhibition; viability rescue, % at 10 µM; L929 zVAD necroptosis rescue, ATP luminescence, 24 h; with zVAD 60 µM; AID 1377; 0.38% of 220,000 active;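 active means activation, scaled between plate controls, above about 75%, limit read from the data; inactive means activation under that limit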;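 further: 0% = zVAD with DMSO and 100% = DMSO alone without zVAD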
Hck Nef HTS = human Hck-Nef kinase inhibition. P08631. Recombinant Hck-YEEI plus Nef, Z-Lyte FRET kinase assay. inhibition, % at 20 µM. 0.68% of 220,000 active;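 active means Hck-Nef kinase inhibition above about 50%, limit read from the data; inactive means inhibition below that limit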;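 further: 0% = DMSO with Hck plus Nef and 100% = Hck alone without Nef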
EP2 antag = EP2 receptor (human) inhibition. 0.52% of 260,000 active. inhibition, % at 25 µM. C6 glioma cells expressing human EP2, cAMP TR-FRET; cells stimulated with saturating PGE2. AID 1422. P43116;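 active means percent inhibition above 40 after rounding to a whole number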;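 further: rat C6 glioma host cells with rolipram phosphodiesterase inhibitor present; the protocol text gives 20 µM as final concentration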
Numbers without * were called inactive; x = no result given; & = joins results of further samples; [ ] = another dose, or the depositor's remark.

SMILES	eIF4E 4G PPI	14-3-3 Bad PPI	Rad51 HR inh	EP2 modulator	m-calpain inh	Tb hexokinase	L929 necroptosis	Hck Nef HTS	EP2 antag
NC(=O)Cn1c(-c2nonc2N)nc2ccccc21	-4	6	-3	-1	20	4	-0.3	7	7
CCOC(=O)c1nn(-c2ccc(Cl)cc2)c2nc(Nc3ccccc3)cc(=O)n12	9	0	x	-13	-162	-26	0.4	8	x
COc1cc(/C=C2\SC(=S)N(C(C(=O)O)c3ccccc3)C2=O)cc(OC)c1OC (stereo not given)	-1	13	11	10	40	-9	-0.7	23	9
COC(=O)Nc1ccc(S(=O)(=O)N2CCCC(C(=O)N3CCOCC3)C2)cc1 (stereo not given)	3	25	8	-18	2	5	0.0	12	10
CCOC(=O)c1cc(NC(=O)N2CCCCC2)c(C)nc1C	0	1	-3	17	-9	4	-0.7	4	6
O=C(NCC1CCCCC1)C1CCCN(C(=O)NC2CCCCC2)C1 (stereo not given)	-5	-6	1	15	-5	8	-0.5	0	11
CC(C)CC(=O)Nc1nnc(SCC(=O)NCc2ccco2)s1	-3	-2	-2	14	-9	4	1.3	1	3
Cc1cccc2c(=O)cc(C)n(Cc3ccccc3)c12	-7[fluorescence artefact?]	-7[fluorescence artefact?]	-7	23	-10	14	0.6	-1	8
C=CCN1C(=O)C2C3C=CC(C2C1=O)C1C2C(=O)N(CC=C)C(=O)C2C31 (stereo not given)	1	-8	-11	11	-18	-1	1.3	26	3
CC(=O)Nc1ccc(S(=O)(=O)N2CCN(c3cc(C)nc4ccccc34)CC2)cc1	9	43	4	-20	10	-10	0.4	1	9
COc1ccc(/C(C)=N/NC(=O)C2CC2)cc1	1	-6	-108	-13	4	4	15	16	6
CCC(=O)Nc1ccc(NC(=O)c2cccc(OC)c2)nc1	1	8	3	-15	-14	-3	0.0	2	10
CSCCC(NC(=O)c1cccc(S(=O)(=O)N2CCOCC2)c1)C(=O)Nc1ccc(F)cc1 (stereo not given)	-3[fluorescence artefact?]	13	-6	2	30	36	-0.4	-1	9
CC(C)CC(=O)Nc1nnc(SCC(=O)NCc2ccc3c(c2)OCO3)s1	1	-17	1	10	-1	2	0.5	-3	8
CCOC(=O)C1CCCN(Cc2nc3ccc([N+](=O)[O-])cc3c(=O)n2-c2ccc(OC)cc2OC)C1 (stereo not given)	3	-3	-3	6	-3	-14	-0.6	-7	9
CNC(=O)N(O)C1N(C)C(=O)N(CC(=O)OC)C1(C)C (stereo not given)	-1	13	4	9	10	5	-0.2	-1	14
COc1ccc(C(=O)NCCNC(C)=O)cc1S(=O)(=O)NCc1ccc(Cl)cc1	0[fluorescence artefact?]	-3[fluorescence artefact?]	-11	28	-7	4	2.7	-1	7
COc1ccccc1CNC(=O)CSc1ccsc1[N+](=O)[O-]	-2	11	20	-46	-58	-8	9.9	22	8
O=C(COC(=O)CSc1ccc2ccccc2c1)Nc1ccccc1OC(F)F	4	6[fluorescence artefact?]	0	21	48	6	0.6	1	10
CC(C)(C)CC(C)(C)NC(=O)Nc1cccc([N+](=O)[O-])c1	-2	-1	4	-25	37	9	28	22	6
CCCS(=O)(=O)N1CCCC(C(=O)NCCCN(Cc2ccccc2)C(C)C)C1 (stereo not given)	11	-12[fluorescence artefact?]	x	17	-1	3	-0.3	0	x
COc1ccccc1NC(=O)NCC(c1ccco1)N1CCCCC1 (stereo not given)	-3	-1	-2	-5	-4	-2	2.3	18	-2
Cc1ccc2cc(CN(c3ccc(C)c(C)c3)S(C)(=O)=O)c(=O)[nH]c2c1	2	-9	0	8	-37	-14	2.5	19	10
COc1ccc(CCn2cnc3c([nH]c4ccccc43)c2=O)cc1	6	7	-2	-12	-18	-7	-0.1	2	5
COc1ccc(/C=C/C(=O)NCc2cn(C)nc2C)cc1COc1ccc(Cl)cc1Br	-1	-3[fluorescence artefact?]	-3	14	-23	-3	0.2	0	8
Cn1c[n+](C)cc1-c1ccc(/C(N)=N/O)cc1	21	22[fluorescence artefact?]	-34	-40	0	-7	0.3	4	4
CCOc1ccsc1C(=O)O	-3	-2	8	3	-15	1	0.5	2	6
CCN(Cc1ccccc1)C(=O)c1cc2c(=O)oc3ccc(C)cc3c2s1	3	5	4	2	17	-20	3.0	2	4
COC(=O)C1C2C=CC3(CN(Cc4ccco4)C(=O)C13)O2 (stereo not given)	0	8	-5	3	-18	0	-0.2	1	11
Cc1onc(-c2ccccc2)c1C(=O)NCc1ccc2c(c1)OCO2	-5	0	-1	23	5	3	0.1	3	8
COc1cccc(NC(=O)CSc2nc3c(sc4ccccc43)c(=O)n2CCN(C)C)c1	0	-11	-6	-11	-89	-5	-0.5	-9	6
O=S(=O)(c1cc(Cl)ccc1Cl)N1CC2CCCN2c2ccc(C(F)(F)F)cc21 (stereo not given)	-9	-6	-1	33	14	-7	-0.2	-2	3
COc1ccc(C(=O)NC(=S)Nc2ccccc2N2CCOCC2)cc1Br	7	-15[fluorescence artefact?]	-4	-5	-3	-12	0.9	3	5
C=CCN(c1ccc(C(=O)OC)cc1)S(=O)(=O)c1ccccc1	-2	-4	2	56	-13	-7	1.3	22	11
COc1cccc(C(=O)NC(=S)Nc2ccccc2N2CCCC2)c1	-3	-7	8	17	10	0	-0.8	19	6
CC(=O)C(Cc1ccc(Cl)nc1)Cc1ccc(Cl)nc1	-1	-3	x	-14	-4	-8	-0.3	10	7
O=C1c2ccccc2-c2cccc(C(=O)N3CCCCCC3)c21	4[fluorescence artefact?]	11	x	32	6	-1	0.2	6	7
O=C(O)CCNS(=O)(=O)c1cccc(Br)c1	-10	3	-3	13	18	-3	-0.2	4	5
CSc1ccc(CN2CCCC(CO)(Cc3ccccc3)C2)cc1 (stereo not given)	-1	-6	11	-38	10	5	-0.4	25	4
CCOc1ncnc2c1oc1nc(CC(C)C)c3c(c12)CC(C)(C)OC3	3[fluorescence artefact?]	0	-2	51	-31	-10	0.1	0	9

Sorted by formula weight (descending): some entries from above
SMILES	eIF4E 4G PPI	14-3-3 Bad PPI	Rad51 HR inh	EP2 modulator	m-calpain inh	Tb hexokinase	L929 necroptosis	Hck Nef HTS	EP2 antag
CCN(Cc1ccccc1)C(=O)c1cc2c(=O)oc3ccc(C)cc3c2s1	3	5	4	2	17	-20	3.0	2	4
CCOc1ncnc2c1oc1nc(CC(C)C)c3c(c12)CC(C)(C)OC3	3[fluorescence artefact?]	0	-2	51	-31	-10	0.1	0	9
C=CCN(c1ccc(C(=O)OC)cc1)S(=O)(=O)c1ccccc1	-2	-4	2	56	-13	-7	1.3	22	11

Further structures.
SMILES	eIF4E 4G PPI	14-3-3 Bad PPI	Rad51 HR inh	EP2 modulator	m-calpain inh	Tb hexokinase	L929 necroptosis	Hck Nef HTS	EP2 antag
Cc1ccc2nc(C)c(C(=O)N/N=C/c3ccco3)cc2c1	-29[fluorescence artefact?]	-1	-9	3	22	15	-0.6	-5	5
O=C(NCc1ccccn1)c1c(Cl)cccc1Cl	-3	-8	1	-2	16	4	1.5	0	9
COC(=O)C1=C(C)NC2=C(C(=O)c3ccccc32)C1c1cccc(OC)c1 (stereo not given)	-6	-3	x	-16	7	-17	-0.9	28	7
CC(=O)N/C(=C/c1ccc2c(c1)OCO2)C(=O)NCCCO	-6	-9	1	13	-34	-16	0.0	-1	12
Cc1ccc(C(C)C)c(OCC(=O)NN=C2CCCCCCC2)c1	11	6	23	17	4	-1	0.2	3	11
Cc1cc(C(=O)CSc2nnc(-c3ccc(Cl)cc3)n2CC2CCCO2)c(C)n1C (stereo not given)	-6	-2	x	13	0	-7	0.0	1	x
COc1ccc(C(CNC(=O)c2cccc(Br)c2)N2CCCC2)cc1 (stereo not given)	-22	60	11	-14	-11	3	-0.2	4	4
CCC1Oc2ccc(C)cc2N(CC(=O)N2CCN(c3ccc(F)cc3)CC2)C1=O (stereo not given)	-1	-23	3	-43	32	-5	-0.4	2	9
O=c1oc2ccccc2c(Nc2cc3ccccc3cc2O)c1[N+](=O)[O-]	1	-12	1	-52	-118	-19	1.6	30	8
CCc1nc(N)c(C#N)c(-c2cccnc2)c1C	2	4	-11	-1	-10	-14	0.6	2	7
O=C1C=C(O)CC(c2ccc(Cl)cc2)C1 (stereo not given)	-3	2	x	-3	-5	0	0.0	0	x
Cc1ccccc1NC(=O)Cn1nnc2c(cnn2-c2ccc(F)cc2)c1=O	41*[fluorescence artefact?]	30	-5	15	-72	1	0.0	0	10
Cc1ccc(S(=O)(=O)/N=C2/NC(=O)/C(=C/c3cccnc3)S2)cc1	-1	39	-7	19	15	-34	0.6	-1	13
CN(C)CCCN(C(=O)c1ccco1)c1nc2ccc(Br)cc2s1	-2	2	2	-51	13	0	4.6	-24	3
Cc1cc(=O)[nH]c(CN2CCOCC2)n1	1	-8	6	15	-27	-6	1.1	4	5
Cc1ccccc1OCC(=O)Nc1ccc(NC(=O)c2ccco2)cc1	0	1	25	-51	-43	-1	27	14	5
CCn1cc(CNC(=O)CCSc2nc(-c3ccco3)cc(C(F)(F)F)n2)cn1	-4[fluorescence artefact?]	-7	-4	-30&3	11	-13	0.7	-14	7&7
N#C/C(=C\c1cccc([N+](=O)[O-])c1)c1ccccn1	1	-22	2	-24	-19	-3	0.7	20	3
COc1cc(C2N(c3ccccc3)CCN2c2ccccc2)cc(OC)c1OC	-4	-7	-2	26	-18	-6	0.1	3	9
CCC1SC(CC)C(=O)N(CC(=O)NCCc2ccccc2)C1=O (stereo not given)	-5	-10	4	0	-3	5	1.7	-2	6

Single values from the results shown:
For Tb hexokinase, `COc1ccc(/C(C)=N/NC(=O)C2CC2)cc1` reads 4
For m-calpain inh, `C=CCN1C(=O)C2C3C=CC(C2C1=O)C1C2C(=O)N(CC=C)C(=O)C2C31` (stereo not given) reads -18

The list goes on.
SMILES	eIF4E 4G PPI	14-3-3 Bad PPI	Rad51 HR inh	EP2 modulator	m-calpain inh	Tb hexokinase	L929 necroptosis	Hck Nef HTS	EP2 antag
C=CCNC(=O)C1CCN(c2c([N+](=O)[O-])cc(C(F)(F)F)cc2[N+](=O)[O-])CC1	x	x	-3	-3	-35	-3	0.0	-1	10
CC1(NC(=O)CC[N+](C)(C)CCO)CS(=O)(=O)CC1S(=O)(=O)[O-] (stereo not given)	0	3	-3	2	19	13	-0.5	0	6
CCC(Sc1nc(N)c(NC(=O)c2ccc(OC)c(OC)c2)c(=O)[nH]1)C(=O)OC (stereo not given)	-8	-5	8	8	4	-5	0.5	1	9
O=C1CN(C(=O)/C=C/c2ccc(Cl)cc2)c2ccccc2N1	-5	-2	8	-13	-4	-14	0.9	23	5
O=[N+]([O-])c1ccc(C(O)CN=Cc2ccc(O)cc2O)cc1 (stereo not given)	2	-17	10	22	15	-34	2.2	26	11
CC(=O)Nc1ccc(S(=O)(=O)Nc2nc(-c3ccc(C(C)(C)C)cc3)cs2)cc1	10	5	5	4	-4	7	-0.3	6	4
CCC1CCCCN1C(=O)Nc1cc(Cl)ccc1OC (stereo not given)	-4	-9	-48	26	0	1	1.2	0	3
Nc1nonc1/C(=N/O)N1CCN(CCO)CC1	-11[fluorescence artefact?]	-5	2	24	-47	-2	1.1	-7	22
COc1ccc(N2CCN(CCCNC(=O)C3CCN(S(=O)(=O)N4CCOCC4)CC3)CC2)cc1	0	-1	2	-21	-4	-1	-0.2	15	3
O=C(OCc1ccccc1)Oc1cncc(C(=O)O)c1	11	12	-1	40	5	10	0.5	-4	1

Only part of the results is shown; count on the stated rates, not on these rows.
